GPR35 arrestin U2OS: inhibition of zaprinast-stimulated GPR35 beta-arrestin translocation – imaging, U2OS, beta-arrestin-GFP, zaprinast agonist, primary screen (AID 2058); U2OS GPR35 beta-arrestin-GFP translocation imaging, zaprinast antagonism; higher % means a stronger effect; inhibition, % at 10 µM, or IC50 in µM where a hit was titrated; actives 0.052% (n = 290,000);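 active = inhibition of at least 50% with at least 30 cells and total cytoplasm GFP at most 10,000,000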
NOD1 NF-kB reporter: inhibition of NOD1-driven NF-kB reporter – cell-based, luminescence, uHTS, primary screen (AID 1578); NOD1-driven NF-kB luciferase reporter cells, luminescence; higher % means a stronger effect; inhibition, % at 4 µM, or EC50 in µM where a hit was titrated; actives 1% (n = 290,000); in the data active = inhibition mostly above about 36%, no sharp cut-off; inactive = mostly below about 34%;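 also: HEK-293T reporter cells stimulated with the NOD1 agonist gamma-tri-DAP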
GPR55 LPI antagonism: GPR55 antagonists blocking LPI-driven arrestin recruitment, primary screen, imaging, U2OS, beta-arrestin-GFP, LPI agonist (AID 2013) | U2OS GPR55 beta-arrestin-GFP translocation imaging, LPI antagonism; higher % means a stronger effect | inhibition, % at 10 µM, or IC50 in µM where a hit was titrated | actives 0.13% (n = 290,000);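 active = spots per cell inhibited over 60%, with over 100 cells counted and total cytoplasm intensity under 500,000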;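 also: U2OS cells stably carrying GPR55 and arrestin-GFP stimulated by 5 µM LPI near EC80; imaged beta-arrestin-GFP aggregate spots per cell after agonist stimulation; plate controls were LPI-stimulated DMSO wells for no effect and DMSO wells without LPI for full effect; some results filed as inactive read as strong as hits; confirmed hits need IC50 under 10 µM and bright autofluorescent wells are also inconclusive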
GPR55 beta-arrestin: GPR55 agonists via beta-arrestin recruitment, primary screen, imaging, U2OS cells, beta-arrestin-GFP redistribution (AID 1961). U2OS GPR55 beta-arrestin-GFP redistribution imaging; higher % means a stronger effect. activation, % at 10 µM, or EC50 in µM where a hit was titrated. actives 0.048% (n = 290,000);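 active = activation above 40% with more than 50 cells counted in the well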;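 also: U2OS osteosarcoma cells stably expressing GPR55 and beta-arrestin-GFP; plate controls were DMSO negative control for no effect and LPI positive control for full effect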
KOR beta-arrestin-1: kappa opioid receptor activators – cell-based, luminescence, uHTS, primary screen (AID 1777). actives 0.02% (n = 280,000). one-dose activation, % at 10 µM; EC50 in µM for titrated hits. KOR beta-arrestin recruitment, luminescence; higher % means a stronger effect; in the data active = activation above about 50%, passing the limit was not always enough; also: a part of the inactive calls stands beside numbers as strong as those of hits
KOR beta-arrestin-2: kappa opioid receptor blockers – cell-based, luminescence, uHTS (AID 1778). KOR beta-arrestin recruitment, luminescence, antagonist mode; higher % means a stronger effect. inhibition, % at 10 µM, or IC50 in µM where a hit was titrated. actives 0.091% (n = 290,000); in the data active = inhibition above about 50%; also: strong numbers were not always called active
Dengue-2 NS5 capping: flavivirus cap methylation enzyme inhibition – biochemical, confirmation dose response, primary screen (AID 588689). inhibition, % at 25 µM; hits with a dose series show IC50 in µM. Dengue-2 NS5 methyltransferase capping enzyme assay, biochemical; higher % means a stronger effect. actives 0.3% (n = 340,000); in the data active = a potency from the dose series
West Nile antiviral: West Nile virus antiviral activity, cell-based, CPE readout (AID 1621) | West Nile virus-infected cells, CPE inhibition; higher % means a stronger effect | actives 0.02% (n = 290,000) | one-dose CPE inhibition, % at 10 µM; IC50 in µM for titrated hits; in the data active = a potency from the dose series; also: strong numbers were not always called active
HIV fusion peptide: inhibitors of HIV fusion peptide binding, primary screen, biochemical, uHTS, fluorescence dequenching (AID 1986); cell-free peptide binding, fluorescence dequenching, 30 min; higher % means a stronger effect; inhibition, % at 20 µM, or IC50 in µM where a hit was titrated; actives 0.3% (n = 290,000); in the data active = inhibition mostly above about 52%, no sharp cut-off; inactive = mostly below about 76%; also: some results filed as inactive read as strong as hits
Dengue-2 NS5 capping pilot replicate: also measured in Dengue-2 NS5 capping; calls as there; inhibition, %; measured here: pilot screen replicate inhibition
The depositor's hits bear a star; nt = no result given; [ ] = another dose, or the depositor's remark. A portion of the library (hit frequency here may not be typical).

SMILES | GPR35 arrestin U2OS | NOD1 NF-kB reporter | GPR55 LPI antagonism | GPR55 beta-arrestin | KOR beta-arrestin-1 | KOR beta-arrestin-2 | Dengue-2 NS5 capping | West Nile antiviral | HIV fusion peptide | others
Fc1ccc(-c2cc(-c3cccs3)cc(-c3ccccc3)n2)cc1 | 0% | -15% | 4% | -0.1% | 4.6% | -25% | -5% | 0.3% | 0.6%
Cc1ccc(C(=O)N2CCN(c3ccc([N+](=O)[O-])c(N4CCOCC4)c3)CC2)cc1 | -4% | -21% | -5% | -0.1% | -2.4% | 19% | -5% | -0.7% | 0.6%
Cn1nccc1CNC(=O)c1ccnn1C | -5% | 53% | -8% | 0.1% | 5.8% | -54% | -4% | -0.1% | 0.4%
COc1cccc(C2=NOC(C(=O)Nc3ccc4c(c3)OCO4)C2)c1 (stereo unspecified) | -17% | -9% | 12% | -1.0% | -7.2% | -1% | -7% | -0.6% | 1.0%
Cc1ccc(-c2n[nH]c(=O)c3ccccc23)cc1S(=O)(=O)NC(C)(C)C | 1% | -16% | 0% | -0.1% | -3.5% | -13%[20 µM] | 0% | 0.9% | -0.4%
COc1cccc(OC)c1C(=O)OCC(=O)NC(=O)NCc1ccccc1 | -20% | -16% | 16% | 0.7% | 3.8% | 2% | 1% | -0.2% | 1.5%
O=C(N/N=C/c1cccnc1)c1cc(-c2ccccc2Cl)nc2ccccc12 | -2% | -24% | 10% | -0.1% | -1.4% | 11% | -7% | 0.2% | 0.9%
Cc1ccc(-c2nnn(CC(=O)N(CC(=O)NC3CCCC3)c3cnc4ccccc4c3)n2)o1 | -6% | -11% | 1% | 0.2% | 4.9% | -24% | -9% | 3.1% | 0.1%
O=C(COn1nnc2ccc(C(F)(F)F)cc21)Nc1c(Cl)cccc1Cl | -1% | -18% | 1% | 0.5% | 5.5% | -18% | -3% | -0.8% | -2.0%
COc1ccccc1N(CC(=O)NCCC1=CCCCC1)S(=O)(=O)c1ccccc1 | -15% | -8% | 10% | 0.2% | 0.7% | -15%[20 µM] | -7% | -0.5% | 0.3%
COc1ccc(C(=O)/C=C/c2ccsc2)cc1CSCC(=O)O | 0% | -36% | 2% | -0.1% | -1.1% | -50% | 7% | -0.5% | 9.2%
COc1ccc(NC(=O)Nc2cccnc2)c(OC)c1 | 11% | -38% | 10% | 0.1% | -8.3% | -15% | -6% | -0.4% | 0.2%
CN1CCC(NC(=S)Nc2cccc([N+](=O)[O-])c2)CC1 | -1% | -11% | 8% | -0.1% | -4.0% | 2% | 2% | -0.9% | -1.5%
CCOc1ccc2[nH]c3c(N4CCN(C(=O)c5ccco5)CC4)ncnc3c2c1 | -4% | 0% | -1% | 0.3% | -0.9% | 23% | nt | -0.5% | -1.7%
C/C(CC(=O)Nc1ccc([N+](=O)[O-])cc1)=N/NC(=O)C1C2CCCCC21 (stereo unspecified) | -7% | -7% | -6% | 0.6% | -1.4% | 20% | -6% | 0.3% | -2.7%
CN(Cc1ccon1)C(=O)C1CCC(=O)N(Cc2ccc(Cl)cc2)C1 (stereo unspecified) | -9% | -24% | 17% | -0.1% | -3.3% | 4% | -2% | -0.4% | -1.0%
CC(=O)Nc1cc(-c2nn3c(C)nnc3s2)ccc1C | 6% | -7% | 6% | -0.1% | -0.3% | 17% | 0% | 0.3% | -1.8%
COc1cccc(C2(O)CCN(C(=O)C3CCC3)CC2)c1 | 15% | -4% | 12% | -0.1% | 3.3% | 7% | -3% | 0.3% | 27%
O=C(O)c1ccc(NCc2cccnc2)cc1 | -3% | -10% | -5% | 0.2% | -1.5% | -15% | -1% | -0.3% | -1.6%
COc1ccc(S(=O)(=O)N(CC(=O)N2CCN(c3ccccc3OC)CC2)c2ccccc2)cc1 | 20% | 4% | 2% | -0.2% | 4.2% | -15% | 1% | nt | 0.9%
O=C(c1ccc(F)cc1)c1cn[nH]c1-c1ccccc1O | -1% | -2% | 12% | 0.2% | 7.5% | 0% | -4% | 0.1% | -1.5%
CCC(CO)NCC#Cc1ccccc1 (stereo unspecified) | -10% | -4% | -1% | 0.5% | -0.1% | -31%[20 µM] | -14% | 0.0% | -1.7%
COc1ccccc1NC(=O)c1nn(-c2ccc(Cl)cc2)ccc1=O | 12% | -5% | -9% | -0.1% | -2.5% | -24% | -1% | 0.2% | -0.9%
CC(=O)Nc1ccc(-c2csc(Nc3ncccn3)n2)cc1 | -9% | -52% | 7% | -0.1% | -5.1% | 7% | 0% | -0.5% | 0.7%
CC(CNC(=O)C(C)(C)C)NC(=O)C(C)(C)C (stereo unspecified) | -13% | -5% | 16% | 0.4% | 1.7% | 19% | -4% | 0.3% | 2.2%
CCN(CC)S(=O)(=O)c1ccc(C(=O)Nc2nnc(NC(=S)Nc3ccccc3)s2)cc1 | -2% | -11% | -5% | 0.3% | 5.2% | 42% | -5% | 0.4% | 17%
CC1(/[N+]([O-])=C/c2ccccc2F)CCCCC1=O (stereo unspecified) | -7% | -17% | 1% | -0.3% | -3.0% | 10% | -7% | -0.2% | 3.0%
CC(C)(C)OC(=O)N1CCCN(C(=O)Nc2ccc(OC(F)(F)F)cc2)CC1 | -1% | -3% | -1% | -0.1% | 1.3% | -6% | 3% | -1.4% | -1.6%
Cc1ccc2c(c1)C(=O)C(=O)N2CC(=O)Nc1ccccc1NC(=O)c1ccccn1 | 11% | -5% | 7% | 1.3% | -3.2% | -25% | -20% | 0.2% | -2.9%
Cc1c(NS(=O)(=O)c2ccc(S(=O)(=O)c3ccccc3)s2)c(=O)n(-c2ccccc2)n1C | -14% | -14% | 6% | 0.4% | 1.5% | -8% | 6% | -0.1% | -0.7%

Arranged by heavy-atom count (lowest first): part of the list above.
SMILES | GPR35 arrestin U2OS | NOD1 NF-kB reporter | GPR55 LPI antagonism | GPR55 beta-arrestin | KOR beta-arrestin-1 | KOR beta-arrestin-2 | Dengue-2 NS5 capping | West Nile antiviral | HIV fusion peptide | others
CC(CNC(=O)C(C)(C)C)NC(=O)C(C)(C)C (stereo unspecified) | -13% | -5% | 16% | 0.4% | 1.7% | 19% | -4% | 0.3% | 2.2%
COc1cccc(C2(O)CCN(C(=O)C3CCC3)CC2)c1 | 15% | -4% | 12% | -0.1% | 3.3% | 7% | -3% | 0.3% | 27%
CCN(CC)S(=O)(=O)c1ccc(C(=O)Nc2nnc(NC(=S)Nc3ccccc3)s2)cc1 | -2% | -11% | -5% | 0.3% | 5.2% | 42% | -5% | 0.4% | 17%

Remaining list, next part.
SMILES | GPR35 arrestin U2OS | NOD1 NF-kB reporter | GPR55 LPI antagonism | GPR55 beta-arrestin | KOR beta-arrestin-1 | KOR beta-arrestin-2 | Dengue-2 NS5 capping | West Nile antiviral | HIV fusion peptide | others
CCOc1ccc(CCNC(=O)Cn2cccc2C(=O)c2ccccc2C)cc1OCC | 3% | -4% | 18% | 0.6% | 1.2% | 7% | -6% | -1.4% | 2.7%
O=c1c2c(-c3ccc(Cl)cc3)csc2ncn1/N=C/c1cccc([N+](=O)[O-])c1O | 4% | -3% | 0% | -0.3% | -3.1% | 36% | 9% | 0.6% | 13%
CCCN(Cc1ccccc1)C(=S)NC(=O)c1ccccc1[N+](=O)[O-] | -1% | -24% | 3% | -0.2% | -6.3% | 1% | -1% | 0.4% | -1.0%
COc1ccc(C(C(=O)NC2CCCC2)N(C(=O)c2snc(-c3ccc(F)cc3)c2N)c2cccc(F)c2)cc1 (stereo unspecified) | 5% | -6% | 12% | 0.0% | -2.1% | 33% | -3% | -0.1% | -1.5% | Dengue-2 NS5 capping pilot replicate=5.3
Cc1cccc(N(Cc2cc3ccccc3[nH]c2=O)S(C)(=O)=O)c1 | -13% | -23% | -5% | 0.1% | 5.9% | -16% | -2% | -0.4% | 0.4%
COC(=O)c1c(N2C(=O)[C@H]3[C@@H](C2=O)[C@]2(C(=O)Nc4c2ccc(C)c4C)N2CCC[C@@H]32)sc(C)c1C | 2% | -11% | -2% | -0.1% | 1.2% | 27% | -7% | -0.7% | 9.1%
O=C1c2ccccc2C(=O)C1c1ccccn1 | 1% | -8% | -2% | 0.6% | -1.7% | 4% | -1% | -0.2% | 0.4%
COc1ccccc1NC(=O)NC(N)=O | 12% | -5% | -6% | -0.1% | -1.8% | -41% | -1% | 0.5% | -1.2%
O=C(Cc1ccccc1)N/N=C/c1cccnc1 | 4% | 3% | 7% | -0.1% | -2.9% | -2% | 1% | 0.6% | 0.1%
Cn1c(=O)c2c(nc(CN3CCN(C(=O)c4ccco4)CC3)n2CCCO)n(C)c1=O | 14% | -27% | 4% | -0.2% | 1.7% | -28% | -3% | 0.2% | -0.1%
COC(=O)c1cc(S(=O)(=O)N2CCN(c3ccc(C(C)=O)cc3)CC2)c[nH]1 | 9% | -8% | 14% | -0.2% | 3.1% | -15% | 3% | -0.1% | 1.4%
Cc1ccc(N2CCN(CCc3nc4cc(NS(C)(=O)=O)ccc4n3C)CC2)cc1 | -4% | -12% | 9% | -0.1% | -0.7% | -5% | 2% | -0.4% | 0.4%
CC(=O)NS(=O)(=O)c1ccc(NC(=O)c2cc(-c3cccs3)nc3ccccc23)cc1 | 0% | -12% | 0% | -0.5% | 1.7% | 28% | 1% | 0.4% | 14%
CCC(=O)c1cn(CC(=O)Nc2ccccc2)c2ccccc12 | 6% | -15% | -1% | 0.0% | -0.7% | -53%[20 µM] | -17% | -0.8% | -0.5%
CCOC(=O)N1CCN(Cc2ccccc2F)CC1 | -1% | -3% | 2% | 0.0% | 2.3% | 18% | -6% | 0.4% | 0.4%
Cc1ccc(C2CC2C(=O)NNC(=S)Nc2ccc(Cl)cc2)cc1 (stereo unspecified) | 11% | -7% | -2% | -0.5% | 1.8% | -28% | -6% | -0.3% | 4.9% | Dengue-2 NS5 capping pilot replicate=-3.0
COc1cc(/C(C)=N/N2CCN(Cc3ccc(C)cc3)CC2)ccc1O | 4% | -39% | -5% | -0.2% | 0.5% | -10%[20 µM] | -10% | 0.4% | 0.9%
Cc1cc(N2CCCC2=O)cc(C)c1S(=O)(=O)Nc1c(C)nn(C)c1C | 2% | -32% | 6% | 0.5% | -2.3% | -26% | nt | -0.9% | 0.7%
CCc1cc(=O)oc2cc(OC(C)C(=O)NCC(O)c3ccccc3)c(Cl)cc12 (stereo unspecified) | 3% | -23% | -4% | -0.2% | 2.0% | -12% | -4% | 0.0% | 0.5%
COc1ccc(C(=O)NC(=S)N2CCN(c3ccc([N+](=O)[O-])cc3)CC2)cc1 | 6% | -11% | 4% | 0.3% | 12% | -4% | -7% | -0.7% | 0.5%
COCCCNC(=O)C1CC(=O)N(Cc2ccc(OC)cc2)C1 (stereo unspecified) | -2% | 25% | 16% | -2.0% | -1.5% | 26% | 2% | 0.4% | 0.4%
Cc1cccc(NC(=O)CSc2nc3[nH]ncc3c(=O)[nH]2)c1C | 5% | -5% | -3% | 0.2% | 3.0% | -24% | 2% | 0.5% | -0.5%
O=C(c1ccccc1)c1ccc(OCC(O)CN2CCCCC2)cc1 (stereo unspecified) | -13% | -31% | 6% | -0.2% | -2.3% | -24% | -2% | -0.3% | -0.2%
O=C(COc1nncc2ccccc12)NCCC1=CCCCC1 | 0% | 3% | 0% | -1.0% | 18% | 27% | -10% | -0.6% | -1.3%
